LYPLA2 inh: counter-screen for PME1 inhibitors: inhibitors of human LYPLA2. recombinant LYPLA2, FP-Rh probe fluorescence polarization. O95372. 320,000 tested, 0.38% active. AID 2177. inhibition, % at 5.9 µM;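 active = inhibition above the screen-wide mean plus 3 SD, limit set per campaign, cut at about 26% in these data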;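 note: 0% = LYPLA2 with DMSO and 100% = wells lacking LYPLA2 enzyme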
Target sequence (O95372 whole entry, looked up): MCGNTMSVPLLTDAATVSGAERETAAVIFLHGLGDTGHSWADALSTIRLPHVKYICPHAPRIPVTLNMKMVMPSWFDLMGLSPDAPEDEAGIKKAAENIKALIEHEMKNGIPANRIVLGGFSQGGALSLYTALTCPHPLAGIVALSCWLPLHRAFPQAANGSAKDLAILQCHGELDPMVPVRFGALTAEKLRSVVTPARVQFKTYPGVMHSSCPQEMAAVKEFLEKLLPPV
ZTA DNA inh: blocks Epstein-Barr virus ZTA, an EBNA-1 counter-screen. P03206. ZTA-DNA binding, fluorescence polarization. inhibition, % at 11 µM. 320,000 tested, 0.15% active. AID 2234; in the data active = inhibition above about 33%
Target sequence (P03206 whole entry, looked up): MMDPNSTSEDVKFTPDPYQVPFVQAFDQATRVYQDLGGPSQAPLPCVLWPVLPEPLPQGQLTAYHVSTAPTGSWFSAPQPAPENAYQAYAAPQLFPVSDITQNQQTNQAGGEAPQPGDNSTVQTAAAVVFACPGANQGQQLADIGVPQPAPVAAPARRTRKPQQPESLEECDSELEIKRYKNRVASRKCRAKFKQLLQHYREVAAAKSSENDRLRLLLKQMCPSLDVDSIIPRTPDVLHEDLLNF
PAFAH1B3 FP inh: PAFAH1B3 (human) inhibition. Q15102. recombinant PAFAH1B3, FP-rhodamine probe, fluorescence polarization. inhibition, % at 3.39 µM. 340,000 tested, 0.28% active;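 active = inhibition above the screen-wide average of all tested compounds plus 3 SD, cut at about 25% in these data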;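 note: 0% = enzyme with DMSO only and 100% = wells lacking PAFAH1B3 protein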
Target sequence (Q15102 whole entry, looked up): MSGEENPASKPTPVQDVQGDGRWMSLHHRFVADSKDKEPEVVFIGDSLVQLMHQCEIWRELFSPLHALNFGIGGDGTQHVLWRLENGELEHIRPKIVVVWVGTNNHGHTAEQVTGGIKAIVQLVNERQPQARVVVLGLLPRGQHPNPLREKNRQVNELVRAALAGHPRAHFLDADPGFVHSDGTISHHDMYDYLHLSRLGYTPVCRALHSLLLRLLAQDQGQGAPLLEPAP
PAFAH1B2 FP inh: blocks human PAF acetylhydrolase 1b catalytic subunit 2. P68402. recombinant PAFAH1B2, FP-rhodamine activity probe, fluorescence polarization. inhibition, % at 3.39 µM. 340,000 tested, 1.2% active. AID 492953;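 active = inhibition above the mean of all tested compounds plus 3 SD, cut at about 24% in these data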;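 note: 0% = enzyme with DMSO and 100% = wells lacking PAFAH1B2; many of its hits are not listed in these tables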
Target sequence (P68402 whole entry, looked up): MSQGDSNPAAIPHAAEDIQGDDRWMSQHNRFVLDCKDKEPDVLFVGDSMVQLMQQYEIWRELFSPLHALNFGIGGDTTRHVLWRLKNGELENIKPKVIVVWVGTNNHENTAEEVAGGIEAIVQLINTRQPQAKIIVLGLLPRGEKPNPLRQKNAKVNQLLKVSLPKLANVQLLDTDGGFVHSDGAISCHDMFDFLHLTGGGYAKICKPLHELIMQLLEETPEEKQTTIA
EBNA-1 inhibitor: blocks EBNA-1 binding to DNA | EBNA-1 DNA binding, fluorescence polarization | 300,000 tested, 0.34% active | AID 1950 | inhibition, % at 14.8 µM; in the data active = inhibition above about 28%
PAFAH2 FP inh: inhibitors of human PAFAH2 | Q99487 | recombinant PAFAH2, FP-rhodamine activity probe, fluorescence polarization | inhibition, % at 3.39 µM | 340,000 tested, 0.99% active;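 active = inhibition above the mean over all tested compounds plus 3 SD, cut at about 30% in these data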;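 note: inhibitors block probe labeling of enzyme so polarization drops; 0% = enzyme with DMSO and 100% = wells lacking PAFAH2 protein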
PREPL inh: human PREPL enzyme inhibition. Q4J6C6. recombinant PREPL, fluorescence polarization activity-based probe. inhibition, % at 5.96 µM. 320,000 tested, 0.68% active. AID 2751; in the data active = inhibition above about 43%;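 note: 0% = enzyme with DMSO and 100% = wells lacking enzyme; many of its hits are not listed in these tables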
LYPLA1 counter: LYPLA1 (human) inhibition in PME1 counter-screen; recombinant LYPLA1, FP-Rh probe fluorescence polarization; 320,000 tested, 0.16% active; O75608; inhibition, % at 5.9 µM;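 active = inhibition above the mean of all tested compounds plus 3 SD, set per campaign, cut at about 14% in these data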;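 note: inhibitors block serine hydrolase probe labeling of LYPLA1 so polarization falls; 0% = enzyme with DMSO and 100% = wells lacking LYPLA1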
pPAFAH FP inh: pPAFAH (human) enzyme inhibition | 330,000 tested, 1.5% active | AID 463082 | recombinant pPAFAH, FP-rhodamine probe fluorescence polarization | inhibition, % at 3.39 µM | Q13093;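 active = inhibition above the mean inhibition across the screen plus 3 SD, cut at about 25% in these data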;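 note: inhibitors block binding of the rhodamine activity-based probe so polarization drops; 0% = enzyme with DMSO and 100% = wells lacking pPAFAH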
The depositor's hits bear a star. This is a subset, so the mix of outcomes need not match the whole.

How did Cc1cccc2nc(CSc3ccccc3C(=O)O)cn12 do in these assays?
LYPLA2 inh: -6.8; ZTA DNA inh: -8.9; PAFAH1B3 FP inh: 10.8; PAFAH1B2 FP inh: -1.5; EBNA-1 inhibitor: 10.0; PAFAH2 FP inh: -0.7; PREPL inh: 1.5; LYPLA1 counter: -1.6; pPAFAH FP inh: -3.5

How did COC(=O)c1ccc(C)c(NS(=O)(=O)c2ccc3c(c2)OCCO3)c1 do in these assays?
LYPLA2 inh: -3.4; ZTA DNA inh: -4.8; PAFAH1B3 FP inh: 6.6; PAFAH1B2 FP inh: -4.0; EBNA-1 inhibitor: 1.8; PAFAH2 FP inh: 11.2; PREPL inh: -0.5; LYPLA1 counter: -5.3; pPAFAH FP inh: -3.3

What do the screens show for `N=c1sccn1CC(=O)Nc1cccc(S(N)(=O)=O)c1`?
LYPLA2 inh: 3.5; ZTA DNA inh: 21.2; PAFAH1B3 FP inh: 1.1; PAFAH1B2 FP inh: 3.8; EBNA-1 inhibitor: -1.1; PAFAH2 FP inh: -5.3; PREPL inh: 11.1; LYPLA1 counter: 1.6; pPAFAH FP inh: 4.4

How did O=C1OCC/C1=C\OCCCO/C=C1\CCOC1=O do in these assays?
LYPLA2 inh: 1.6; ZTA DNA inh: 0.0; PAFAH1B3 FP inh: 9.6; PAFAH1B2 FP inh: -1.8; EBNA-1 inhibitor: 11.4; PAFAH2 FP inh: 1.5; PREPL inh: 19.9; LYPLA1 counter: 5.9; pPAFAH FP inh: -0.8

What do the screens show for `Cc1ccc2c(c1)cc(CN(Cc1cccs1)C(=O)c1ccco1)c1nnnn12`?
LYPLA2 inh: -0.4; ZTA DNA inh: 5.9; PAFAH1B3 FP inh: 7.7; PAFAH1B2 FP inh: 0.9; EBNA-1 inhibitor: -4.0; PAFAH2 FP inh: -0.3; PREPL inh: -15.4; LYPLA1 counter: -4.4; pPAFAH FP inh: -1.8

How did Cc1nc2ccccc2c(=O)n1NC(=O)C1CC1 do in these assays?
LYPLA2 inh: 0.5; ZTA DNA inh: 6.7; PAFAH1B3 FP inh: -1.8; PAFAH1B2 FP inh: 1.8; EBNA-1 inhibitor: 7.3; PAFAH2 FP inh: 7.9; PREPL inh: -2.3; LYPLA1 counter: -0.1; pPAFAH FP inh: 0.3

How did N#C/C(=C(/O)CSc1nnc(Cc2cccs2)n1C1CCCCC1)c1nc2ccccc2[nH]1 do in these assays?
LYPLA2 inh: -1.4; ZTA DNA inh: 0.4; PAFAH1B3 FP inh: 1.4; PAFAH1B2 FP inh: 8.8; EBNA-1 inhibitor: 8.1; PAFAH2 FP inh: 7.3; PREPL inh: 43.4*; LYPLA1 counter: -4.4; pPAFAH FP inh: 23.5

What do the screens show for `O=S(=O)(c1ccc2ccccc2c1)N1CCCCCC1`?
LYPLA2 inh: 1.1; ZTA DNA inh: -9.6; PAFAH1B3 FP inh: -0.9; PAFAH1B2 FP inh: 3.1; EBNA-1 inhibitor: -9.6; PAFAH2 FP inh: 10.4; PREPL inh: 11.2; LYPLA1 counter: -0.4; pPAFAH FP inh: 2.1

What do the screens show for `Cc1c(C(=O)c2ccc(F)cc2)c2ccccn2c1CCc1ccccn1`?
LYPLA2 inh: -5.8; ZTA DNA inh: -2.5; PAFAH1B3 FP inh: 6.4; PAFAH1B2 FP inh: -2.0; EBNA-1 inhibitor: -16.2; PAFAH2 FP inh: -0.1; PREPL inh: 3.1; LYPLA1 counter: 2.2; pPAFAH FP inh: 5.6

What do the screens show for `Cc1cccc(C(C(=O)NC2CCCCC2)N(Cc2cccnc2)C(=O)c2csnn2)c1` (stereo unspecified)?
LYPLA2 inh: -10.9; ZTA DNA inh: 1.2; PAFAH1B3 FP inh: 1.1; PAFAH1B2 FP inh: 1.3; EBNA-1 inhibitor: -8.3; PAFAH2 FP inh: -2.8; PREPL inh: 5.6; LYPLA1 counter: -3.2; pPAFAH FP inh: -2.3

Two records picked at random from those above, as already listed:
What do the screens show for `Cc1ccc2c(c1)cc(CN(Cc1cccs1)C(=O)c1ccco1)c1nnnn12`?
LYPLA2 inh: -0.4; ZTA DNA inh: 5.9; PAFAH1B3 FP inh: 7.7; PAFAH1B2 FP inh: 0.9; EBNA-1 inhibitor: -4.0; PAFAH2 FP inh: -0.3; PREPL inh: -15.4; LYPLA1 counter: -4.4; pPAFAH FP inh: -1.8

What do the screens show for `O=S(=O)(c1ccc2ccccc2c1)N1CCCCCC1`?
LYPLA2 inh: 1.1; ZTA DNA inh: -9.6; PAFAH1B3 FP inh: -0.9; PAFAH1B2 FP inh: 3.1; EBNA-1 inhibitor: -9.6; PAFAH2 FP inh: 10.4; PREPL inh: 11.2; LYPLA1 counter: -0.4; pPAFAH FP inh: 2.1

(continued)
Results for COc1cccc(CC(NC(C)=O)C(=O)NC2CCN(c3nc(C)cc(C)c3C#N)CC2)c1 (stereo unspecified) ?
LYPLA2 inh: 5.9; ZTA DNA inh: -28.5; PAFAH1B3 FP inh: -7.6; PAFAH1B2 FP inh: 2.6; EBNA-1 inhibitor: 1.4; PAFAH2 FP inh: 4.4; PREPL inh: 10.5; LYPLA1 counter: 2.1; pPAFAH FP inh: -1.8

Results for Cc1ccccc1Nc1nc(N)nc(COC(=O)c2c(C)noc2C)n1 ?
PAFAH1B3 FP inh: 11.1; PAFAH1B2 FP inh: 1.0; PAFAH2 FP inh: 7.0; PREPL inh: 6.8; pPAFAH FP inh: 3.6

What do the screens show for `CC1(NC(=O)C2CCN(C(=O)Nc3ccccc3)CC2)CCS(=O)(=O)C1` (stereo unspecified)?
LYPLA2 inh: 2.2; ZTA DNA inh: 14.1; PAFAH1B3 FP inh: 3.2; PAFAH1B2 FP inh: 2.2; EBNA-1 inhibitor: -2.3; PAFAH2 FP inh: 1.5; PREPL inh: -6.5; LYPLA1 counter: 1.9; pPAFAH FP inh: 0.8

How did FC(F)(F)c1cccc(-c2nc(COc3ccc(Cl)cc3Cl)no2)c1 do in these assays?
LYPLA2 inh: -3.9; ZTA DNA inh: 3.7; PAFAH1B3 FP inh: -1.5; PAFAH1B2 FP inh: 5.4; EBNA-1 inhibitor: -0.9; PAFAH2 FP inh: 5.9; PREPL inh: -12.9; LYPLA1 counter: -2.9; pPAFAH FP inh: 1.9

Results for COc1ccc(N=Cc2c(O)cc(C)oc2=O)cc1 ?
LYPLA2 inh: -3.8; ZTA DNA inh: -11.1; PAFAH1B3 FP inh: 1.4; PAFAH1B2 FP inh: 3.2; EBNA-1 inhibitor: -8.5; PAFAH2 FP inh: 0.7; PREPL inh: 7.6; LYPLA1 counter: 3.1; pPAFAH FP inh: -2.4

How did CN(CCCNC(=O)Cn1cccc1C(=O)c1ccccc1)C1CCCCC1 do in these assays?
LYPLA2 inh: 1.5; ZTA DNA inh: 9.1; PAFAH1B3 FP inh: 10.3; PAFAH1B2 FP inh: 0.4; EBNA-1 inhibitor: 6.5; PAFAH2 FP inh: -2.1; PREPL inh: 16.9; LYPLA1 counter: 7.4; pPAFAH FP inh: 1.6

How did CCC(C)C(NC(=O)C1CCC(C)CC1)C(=O)NCCc1ccc(S(N)(=O)=O)cc1 (stereo unspecified) do in these assays?
LYPLA2 inh: 0.1; ZTA DNA inh: -4.9; PAFAH1B3 FP inh: 1.1; PAFAH1B2 FP inh: -1.8; EBNA-1 inhibitor: 4.3; PAFAH2 FP inh: -3.0; PREPL inh: 5.4; LYPLA1 counter: -0.5; pPAFAH FP inh: -0.7

Results for C=CCOc1ccc(/C=C(\C#N)C(=O)Nc2ccccn2)cc1OC ?
LYPLA2 inh: 6.2; ZTA DNA inh: -13.2; PAFAH1B3 FP inh: 8.9; PAFAH1B2 FP inh: 3.0; EBNA-1 inhibitor: 7.0; PAFAH2 FP inh: 13.6; PREPL inh: 12.9; LYPLA1 counter: 4.2; pPAFAH FP inh: -3.2

What do the screens show for `O=C(NC(=O)N1CCN(c2ccc([N+](=O)[O-])cn2)CC1)c1c(Cl)cccc1Cl`?
LYPLA2 inh: -6.3; ZTA DNA inh: -2.2; EBNA-1 inhibitor: -3.1; PREPL inh: -2.5; LYPLA1 counter: -1.8; pPAFAH FP inh: 0.4

What do the screens show for `Cc1ccccc1NC(=O)Cc1cccs1`?
LYPLA2 inh: -2.5; ZTA DNA inh: -7.0; PAFAH1B3 FP inh: 5.2; PAFAH1B2 FP inh: -2.8; EBNA-1 inhibitor: -9.3; PAFAH2 FP inh: 0.6; PREPL inh: -8.4; LYPLA1 counter: -1.4; pPAFAH FP inh: 6.8

How did CCCCOC(=O)Nc1nnc(CC(=O)NCc2ccccc2)s1 do in these assays?
LYPLA2 inh: 7.2; ZTA DNA inh: -13.0; PAFAH1B3 FP inh: -2.0; PAFAH1B2 FP inh: 2.6; EBNA-1 inhibitor: 10.6; PAFAH2 FP inh: 7.2; PREPL inh: 11.9; LYPLA1 counter: 0.9; pPAFAH FP inh: 0.9

Results for O=C(O)CCc1ccc(-c2ccc(F)cc2)n1Cc1ccco1 ?
LYPLA2 inh: 4.1; ZTA DNA inh: -4.7; PAFAH1B3 FP inh: -0.8; PAFAH1B2 FP inh: 28.9*; EBNA-1 inhibitor: 2.7; PAFAH2 FP inh: 7.3; PREPL inh: 5.8; LYPLA1 counter: 4.6; pPAFAH FP inh: 12.0

What do the screens show for `CCOc1ccccc1-n1nnnc1SCc1nc2ccccc2s1`?
LYPLA2 inh: -6.7; ZTA DNA inh: -2.5; PAFAH1B3 FP inh: -5.3; PAFAH1B2 FP inh: 2.2; EBNA-1 inhibitor: -3.5; PAFAH2 FP inh: -5.1; PREPL inh: -43.6; LYPLA1 counter: -3.9; pPAFAH FP inh: 2.4

What do the screens show for `Nc1c(S(=O)(=O)c2ccccc2)c2nc3ccccc3nc2n1Cc1ccco1`?
LYPLA2 inh: -16.0; ZTA DNA inh: 4.7; PAFAH1B3 FP inh: -7.6; PAFAH1B2 FP inh: 3.0; EBNA-1 inhibitor: 8.2; PAFAH2 FP inh: -6.1; PREPL inh: -6.5; LYPLA1 counter: -7.7; pPAFAH FP inh: 0.4

How did CCOC(=O)c1nn(-c2ccc(F)cc2)c(=O)cc1OCC(=O)N1CCN(c2ccccc2)CC1 do in these assays?
LYPLA2 inh: 9.9; ZTA DNA inh: -21.3; PAFAH1B3 FP inh: 6.8; PAFAH1B2 FP inh: 3.5; EBNA-1 inhibitor: -1.1; PAFAH2 FP inh: -1.0; PREPL inh: 23.3; LYPLA1 counter: 7.5; pPAFAH FP inh: 4.1

What do the screens show for `CC(OC(=O)c1ccc(Cl)c(S(N)(=O)=O)c1)C(=O)NCC1CCCCC1` (stereo unspecified)?
LYPLA2 inh: 0.3; ZTA DNA inh: -0.7; PAFAH1B3 FP inh: 2.1; PAFAH1B2 FP inh: 1.9; PAFAH2 FP inh: 0.2; PREPL inh: 15.1; LYPLA1 counter: -2.2; pPAFAH FP inh: 0.1

How did CN(C)CC(=O)N1CCc2ccccc2C1 do in these assays?
LYPLA2 inh: -7.8; ZTA DNA inh: 4.4; PAFAH1B3 FP inh: 2.6; PAFAH1B2 FP inh: -0.1; EBNA-1 inhibitor: -5.7; PAFAH2 FP inh: -3.5; PREPL inh: 3.2; LYPLA1 counter: -5.2; pPAFAH FP inh: 0.9

Results for CCCCc1nnc(NC(=O)C2CC(=O)N(Cc3ccccc3)C2)s1 (stereo unspecified) ?
LYPLA2 inh: 3.0; ZTA DNA inh: 13.4; PAFAH1B3 FP inh: -2.1; PAFAH1B2 FP inh: 5.8; EBNA-1 inhibitor: 9.0; PAFAH2 FP inh: 2.3; PREPL inh: 2.1; LYPLA1 counter: -1.8; pPAFAH FP inh: 3.2

Results for CCNC(=O)CSc1nc2cc([N+](=O)[O-])ccc2n1-c1cccc(C(F)(F)F)c1 ?
LYPLA2 inh: -5.0; ZTA DNA inh: -0.1; PAFAH1B3 FP inh: 6.1; PAFAH1B2 FP inh: 0.9; EBNA-1 inhibitor: -3.8; PAFAH2 FP inh: 4.4; PREPL inh: -2.2; LYPLA1 counter: -0.2; pPAFAH FP inh: 11.1

Compound activity: PubChem BioAssay, The Scripps Research Institute Molecular Screening Center
